Assay outcomes (PubChem BioAssay)
Giardia FBPA inh: blocks Giardia fructose-bisphosphate aldolase activity; A8B2U2; purified Giardia FBPA; Potency, µM (titrated, usually from 59.6 µM), inactives show top-dose activity, negative = inhibition, most hits filed as inhibitors; 0.71% of 290,000 active; AID 2451; note: potency is the fitted concentration of half-maximal effect; % is set by controls: 0 for no effect and ±100 for the full control effect; nearly all actives have a fitted effect of over 55% in size
Target sequence (A8B2U2 whole entry, looked up): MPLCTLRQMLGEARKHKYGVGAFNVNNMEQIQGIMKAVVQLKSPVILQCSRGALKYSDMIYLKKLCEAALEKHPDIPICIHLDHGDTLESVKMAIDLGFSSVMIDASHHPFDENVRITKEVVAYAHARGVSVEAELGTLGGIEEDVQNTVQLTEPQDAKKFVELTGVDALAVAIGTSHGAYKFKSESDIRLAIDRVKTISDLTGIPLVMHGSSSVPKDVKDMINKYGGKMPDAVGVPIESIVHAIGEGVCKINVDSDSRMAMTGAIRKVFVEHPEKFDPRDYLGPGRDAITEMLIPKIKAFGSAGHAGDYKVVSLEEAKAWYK
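40 nM FBPA preincubated 10 min at RT with compound (up to 57.5 uM final), then substrate plus GAPDH/TPI/NAD/arsenate coupling and diaphorase/resazurin added. Fluorescence read after 20 min at RT, 525/598 nm.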
AmpC inh no detg: inhibitors of E. coli AmpC beta-lactamase without detergent; P00811; AmpC nitrocefin hydrolysis, absorbance 480 nm, 0.0001% Triton; Potency, µM (top dose mostly 57.1 µM), for inactives: top-dose activity change, negative = inhibition, hits mostly inhibitors; 0.52% of 330,000 active;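 note: potency is the fitted concentration of half-maximal effect; plate controls were no compound for no effect and no enzyme for full effect; nearly all actives have a fitted effect of over 20% in size; some results filed as inactive show a strong effect at the top dose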
Target sequence (P00811 whole entry, looked up): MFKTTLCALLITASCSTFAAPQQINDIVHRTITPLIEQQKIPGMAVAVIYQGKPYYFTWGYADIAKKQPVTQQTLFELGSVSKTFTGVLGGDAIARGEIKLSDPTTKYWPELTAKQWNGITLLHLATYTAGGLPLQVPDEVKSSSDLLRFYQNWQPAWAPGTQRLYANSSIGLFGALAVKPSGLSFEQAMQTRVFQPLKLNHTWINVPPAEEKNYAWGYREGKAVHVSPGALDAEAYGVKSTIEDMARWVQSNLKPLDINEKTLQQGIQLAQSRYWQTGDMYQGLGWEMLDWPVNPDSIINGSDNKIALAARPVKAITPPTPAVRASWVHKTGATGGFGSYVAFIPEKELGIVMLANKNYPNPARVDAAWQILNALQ
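AmpC (5.3 nM in the dispensed reagent) in 20 mM phosphate pH 7.0 with 0.01% (detergent screen) or 0.0001% Triton X-100 was preincubated with compounds for 15 min at room temperature. Nitrocefin was then added from an 800 uM solution, and hydrolysis was followed at 480 nm.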
Shiga inhibitor: Shiga toxin inhibition; Vero cells, Shiga toxin protein synthesis inhibition reporter; inhibition, % at 38.7 µM; 9.2% of 290,000 active; AID 2315; in the data active = inhibition mostly above about 28%, no sharp cut-off; inactive = mostly below about 43%; note: 0% is about no effect
AmpC detergent: blocks E. coli AmpC beta-lactamase in detergent assay; P00811; AmpC hydrolysis of nitrocefin, absorbance 480 nm, 0.01% Triton; Potency, µM (series often up to 114 µM), for inactives: at the top dose activity change, negative = inhibition, actives largely listed as inhibitors; 0.041% of 370,000 active; AID 485294;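 note: potency is the fitted concentration of half-maximal effect; 0% = no-compound wells and -100% = no-enzyme wells; nearly all actives have a fitted effect of over 25% in size; some results filed as inactive show a strong effect at the top dose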
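AmpC (5.3 nM in the dispensed reagent) in 20 mM phosphate pH 7.0 with 0.01% (detergent screen) or 0.0001% Triton X-100 was preincubated with compounds for 15 min at room temperature. Nitrocefin was then added from an 800 uM solution, and hydrolysis was followed at 480 nm.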
HCMV antiviral: blocks human cytomegalovirus replication; HFF cells, HCMV-luciferase reporter, 72 h; hits give low values; activity change, negative = inhibition, % at 57.5 µM; 4.5% of 410,000 active; AID 1259415; in the data active = activity change below about -60%; inconclusive = no clear call, values can overlap the other calls; inactive = above about -39%; note: % is set by controls: 0 for no effect and ±100 for the full control effect
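Screen run at 2 compound doses on HFFs infected with reporter HCMV, MOI 1 PFU/cell. Luciferase activity from cell lysates at 72 h post infection gave inhibition relative to buffer-only and Salinomycin wells.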
AMA1 RON2 block: disrupts binding of P. falciparum AMA1 to RON2. 0.2% of 360,000 active. Potency, µM (doses to about 58.2 µM), without a hit: top-dose activity change, negative = inhibition, usual class: inhibitors. AID 720542. AlphaScreen AMA1-biotinylated RON2 peptide binding;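 note: potency is the fitted concentration of half-maximal effect; 0% = vehicle wells and -100% = peptide control; nearly all actives have a fitted effect of over 45% in size; some results filed as inactive show a strong effect at the top dose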
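AMA1 (3D7) with his tag at 25 nM final met compounds first, then biotinylated RON2 peptide at 25 nM; detection used donor plus acceptor beads, 10 µg/mL apiece, read by AlphaScreen after 30 min at room temperature.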
CHX counter: counter-screen hit for Shiga toxin inhibitors, cycloheximide; cell reporter, cycloheximide protein synthesis inhibition counterscreen; max response, %; 12% of 300,000 active; in the data active = max response mostly above about 13%, no sharp cut-off; inactive = mostly below about 14%; note: read at 38.3 µM for the half of the compounds with a filed dose; 0% is about no effect
* = called active by the depositor; i = inactive; ? = inconclusive; . = not tested or not shown; [ ] = dose if it differs, or a comment. Unless noted, calls come from the whole dose curve; as a rule, active = well fitted curve in the direction sought with a large enough effect; inconclusive = small, poorly fitted or top-dose-only effect, or another doubt; inactive = no such curve, though single readings can be large; an effect the other way counts as inactive or inconclusive.

Structure	Giardia FBPA inh	AmpC inh no detg	Shiga inhibitor	AmpC detergent	HCMV antiviral	AMA1 RON2 block	CHX counter
Nc1c(C(=O)N2CCOCC2)oc2ccccc12	.	1%	15	-1%	0	3%	18*
COc1ccc(-c2nc3ncccn3c2Nc2ccc3c(c2)OCCO3)cc1	1%	.	29	-2%	91	-4%	12
O=[N+]([O-])c1cc(-c2nnc(-c3ccccc3)o2)ccc1Oc1ccc(Cl)cc1	6%	-16%	61*	-1%	22	7%	32*
Cc1ccc(S(=O)(=O)/N=C2\CN(C)C(=O)N2C)cc1	3%	-2%	-17	-15%	-13	-12%	-7
O=C(NCCOc1ccccc1)C(=O)NCC1CCCO1 (stereo unspecified)	3%	6%	37*	-3%	27	0%	12*
O=C(Cn1nc(-c2ccccc2)c2ccccc2c1=O)Nc1ccc(F)cc1	2%	-20%	-5	-7%	-13	-3%	-2
OCc1ncccc1O	6%	9%	-3	4%	-24	1%	-8
CCOC(=O)c1cc(CC)sc1NC(=O)CC1SC(N)=NC1=O (stereo unspecified)	1%	14%	-2	-8%	-10	-7%	-5
Cc1ccc(NC(=O)CCC(=O)OCc2ccc(Br)cc2)cc1	0%	-18%	-3	-2%	3	11%	-3
COc1ccc(-c2[nH]ncc2CNCc2cc(C)n(C)n2)c(F)c1	10%	-2%	-1	6%	?	78%[activator]	2
COc1ccc(NC(=O)NCc2ccc(Cl)cc2)cc1	.	-31%	2	2%	-10	6%	6
CC(c1ccccc1)n1cc(C(=O)NCc2cccnc2)nn1 (stereo unspecified)	-2%	-11%	-8	-8%	13	-14%	-4
Cn1cnnc1SCC(=O)NNC(=O)c1ccc([N+](=O)[O-])cc1	.	-7%	.	.	6	25%	.
Cc1ccccc1C(=O)NNC(=O)Nc1ccccc1	4%	-28%	7	1%	86	.	2
CNC(=O)COc1ccc(S(=O)(=O)Nc2ccc(C)cc2)cc1	3%	-4%	-9	1%	-30	16%	0
Cc1cc(-c2nn(-c3ccccc3F)cc2CN2CCN(c3ccncc3)CC2)c(C)s1	2%	89%[activator]	1	0%	-11	-6%	-1
CC[C@]12c3[nH]c4ccccc4c3CCN1C(=O)C(CC(=O)NC/C=C(\C)CCC=C(C)C)C[C@@H]2C(=O)N1CCN(C(=O)c2ccco2)CC1 (stereo partly specified)	.	249%[activator]	.	.	-13	-18%	.
CCN(C(=O)COC(=O)/C=C/c1ccco1)C1CCCCC1	.	-6%	.	.	?	3%[11.6 µM]	.
CCC1C(=O)NCCN1C(=O)c1cccc(OC2CCN(S(=O)(=O)N(C)C)CC2)c1 (stereo unspecified)	.	10%	52	3%	8	-7%	38*
Cc1ccc(S(=O)(=O)NCCc2ccccc2)cc1	-14%	-18%	-14	-1%	30	5%	13

Some of the entries so far, with values under each structure:
Fields – Giardia FBPA inh, AmpC inh no detg, Shiga inhibitor, AmpC detergent, HCMV antiviral, AMA1 RON2 block, CHX counter
> Cc1ccc(S(=O)(=O)NCCc2ccccc2)cc1
  -14%, -18%, -14, -1%, 30, 5%, 13
> OCc1ncccc1O
  6%, 9%, -3, 4%, -24, 1%, -8
> Cc1ccc(NC(=O)CCC(=O)OCc2ccc(Br)cc2)cc1
  0%, -18%, -3, -2%, 3, 11%, -3
> O=C(NCCOc1ccccc1)C(=O)NCC1CCCO1 (stereo unspecified)
  3%, 6%, 37*, -3%, 27, 0%, 12*
> CC(c1ccccc1)n1cc(C(=O)NCc2cccnc2)nn1 (stereo unspecified)
  -2%, -11%, -8, -8%, 13, -14%, -4

Following part:
Structure	Giardia FBPA inh	AmpC inh no detg	Shiga inhibitor	AmpC detergent	HCMV antiviral	AMA1 RON2 block	CHX counter
Cc1cc(C)c2[nH]c(=O)c(CN(CC3CCCO3)C(=S)NCc3ccco3)cc2c1 (stereo unspecified)	0%	-15%	-4	-18%	-8	5%	-1
CC(=O)Nc1nonc1NC(=O)CSc1ccccn1	-1%	-10%	-29	-1%	-21	-1%	-5
O=C(O)c1ccc(NC(=O)C(c2ccccc2)c2ccccc2)cc1	15%	-13%	-3	-13%	-6	1%	0
CN(C)CCNC(=O)c1onc(CSc2ccc(F)c(F)c2)c1C(=O)NCCN(C)C	2%	30%	-1	-3%	-36	58%[activator]	-5
CCN(CC)C(=O)CSc1nnc(-c2cccc(OC)c2)o1	12%	-3%	35	-8%	54	?	41*
O=S(=O)(NCc1ccccn1)c1cc(Cl)ccc1Cl	-11%	8%	-9	?	-17	35%[activator]	-4
COC(=O)C1=NN(N=O)C2(CC(=O)N(c3cc(C)cc(C)c3)C2=O)C1 (stereo unspecified)	-17%	-32%	-4	2%	18	21%	-2
O=C(CN1C(=O)COc2ccc(S(=O)(=O)N3CCOCC3)cc21)NCc1ccco1	4%	-5%	-14	-2%	-8	-13%	-3
COc1ccc(NC(=O)Cc2nnc(SCC(=O)NC3CCCCC3C)n2C)cc1 (stereo unspecified)	.	9%	2	4%	-5	-3%	-6
COc1ccc(CN2CCOCC2)cc1	-10%	-20%	-5	-6%	-11	-15%	-4
CN(C(=O)COC(=O)c1cccs1)c1c(N)n(Cc2ccccc2)c(=O)[nH]c1=O	.	-7%	.	-17%	-19	5%	.
CC(=O)Nc1nc(-c2ccccc2)ns1	-3%	-26%	38*	?	19	11%	23*
COc1ccccc1N1CCN(S(=O)(=O)CCNC(=O)c2cccc(F)c2)CC1	.	8%	.	-17%	-9	0%	.
CC(CN1CCC(n2nccc2NC(=O)c2ccccc2Cl)CC1)c1ccccc1 (stereo unspecified)	6%	0%	19	-13%	-7	-14%	-2
CC1Cc2nc(SCC(=O)Nc3ccc4c(c3)OCO4)n(CCc3ccccc3)c(=O)c2S1 (stereo unspecified)	0%	?	-3	?	-1	-8%	12
Cc1ccc(C)c(C2NC(=O)c3ccccc3N2)c1 (stereo unspecified)	8%	-34%	-18	-6%	-68*	8%	-7
CC(C)(CNc1ccc(S(=O)(=O)C(F)(F)F)cc1[N+](=O)[O-])N1CCOCC1	.	149%[activator]	31*	5%	11	8%	35*
O=C(N/N=C/c1ccccc1F)NC12CC3CC(CC(C3)C1)C2	8%	-40%	54*	-9%	-24	-8%	33*
O=C(c1ccccc1Oc1nnnn1-c1ccccc1)N1CCOCC1	0%	-10%	-7	-13%	23	5%	1
COc1ccccc1CNc1nc(=S)[nH]c2cc(OC)c(OC)cc12	4%	38%	48*	-4%	-26	80%[activator]	23*

Structure	Giardia FBPA inh	AmpC inh no detg	Shiga inhibitor	AmpC detergent	HCMV antiviral	AMA1 RON2 block	CHX counter
COc1cc2c(cc1NC(=O)CSc1nccn1C)oc1ccccc12	-13%	46%	68*	-11%	-6	?	43*
O=C1c2ccccc2C(=O)N1CCOc1ccccc1Cl	.	41%	-18	4%	35	22%	-3
O=C(COC(=O)C1CCN(S(=O)(=O)c2cccs2)CC1)c1cc2ccccc2o1	5%	-36%	-2	1%	20	2%	4
Cc1csc2nc(COC(=O)c3cccc(N(C)C)c3)cc(=O)n12	.	7%	.	4%	35	-9%	.
CCC(C)(C(=O)NC1CCCC1)N(Cc1ccco1)C(=O)c1ccccn1 (stereo unspecified)	0%	-10%	-17	-6%	9	43%[activator]	-1
S=C(NCc1ccco1)N/N=C/c1cccnc1	-9%	-26%	16	1%	-68*	83%[activator]	8
Cc1onc(-c2ccccc2Cl)c1C(=O)Nc1cccc2cccnc12	-26%	-2%	-12	?	-99*	-2%	-1
COc1ccc(S(=O)(=O)N2CCC[C@H]2C(=O)NCc2ccc(Cl)cc2)cc1	1%	30%	-13	2%	?	4%	0
COc1ccc(S(=O)(=O)N2CCCC2)cc1NC(=O)c1ccccc1F	.	-4%	-10	-6%	-27	2%	-3
CCc1ccccc1Nc1nc(N)nc(COC(=O)CCNS(=O)(=O)c2ccccc2)n1	.	-33%	.	?	-24	33%[activator]	.
CCOc1cc(C(N)=O)cc(Cl)c1OCC	2%	-19%	-35	?	-19	13%	-3
COC(=O)C(NC(=O)CCc1nnc2ccc(N3CCC(C)CC3)nn12)C(C)C (stereo unspecified)	4%	73%[activator]	2	-1%	44	-16%	-7
CC(C)CCC(O)(c1ccccc1)C(CN1CCOCC1)c1ccccc1 (stereo unspecified)	6%	159%[activator]	-8	1%	-67*	-1%	-2
CS(=O)(=O)c1ccccc1-c1nc(-c2cccc(Cl)c2)no1	-18%	16%	17	?	.	-3%	9
CCc1cc(C(=O)N2CCCC(C(=O)c3ccc(Cl)cc3)C2)no1 (stereo unspecified)	5%	12%	-10	-2%	-18	-11%	-3
COc1ccc(C(CNC(=O)c2ccc(OCc3ccccc3)cc2)N2CCOCC2)cc1 (stereo unspecified)	.	202%[activator]	.	-10%	-2	3%[11.6 µM]	.
COc1ccccc1NC(=O)Cn1cc(C(=O)C(=O)N2CCOCC2)c2ccccc21	.	43%	-2	-7%	10	1%	1
OC[C@@H]1[C@@H](c2ccccc2)C(c2cccc(Cl)c2)=NN1c1ccccc1	-11%[89.2 µM]	-41%	i	.	8	70%[activator]	10
O=C(COC(=O)c1cccc(Br)c1)NCCC1=CCCCC1	8%	7%	17	-9%	72	10%	-4
Cc1ccccc1-n1ncc(C(C)NC(=O)c2ccccc2)c1C (stereo unspecified)	4%	68%[activator]	44	9%	-33	-4%	35*
Cc1ccc(C)c(NC(=O)C2CCN(C(=O)c3cccs3)CC2)c1	-1%	-3%	-11	0%	-9	6%	-3
COC(=O)COc1ccc(-n2cnnn2)cc1	3%	-11%	4	-4%	-21	-1%	-3

A different layout for part of the listing above.
> Cc1ccc(NC(=O)CCC(=O)OCc2ccc(Br)cc2)cc1
- Giardia FBPA inh: 0%
- AmpC inh no detg: -18%
- Shiga inhibitor: -3
- AmpC detergent: -2%
- HCMV antiviral: 3
- AMA1 RON2 block: 11%
- CHX counter: -3
> COc1ccc(-c2[nH]ncc2CNCc2cc(C)n(C)n2)c(F)c1
- Giardia FBPA inh: 10%
- AmpC inh no detg: -2%
- Shiga inhibitor: -1
- AmpC detergent: 6%
- HCMV antiviral: ?
- AMA1 RON2 block: 78%[activator]
- CHX counter: 2
> COc1ccc(NC(=O)NCc2ccc(Cl)cc2)cc1
- Giardia FBPA inh: .
- AmpC inh no detg: -31%
- Shiga inhibitor: 2
- AmpC detergent: 2%
- HCMV antiviral: -10
- AMA1 RON2 block: 6%
- CHX counter: 6
> CC(c1ccccc1)n1cc(C(=O)NCc2cccnc2)nn1 (stereo unspecified)
- Giardia FBPA inh: -2%
- AmpC inh no detg: -11%
- Shiga inhibitor: -8
- AmpC detergent: -8%
- HCMV antiviral: 13
- AMA1 RON2 block: -14%
- CHX counter: -4
